Compound activity: PubChem BioAssay, National Center for Advancing Translational Sciences (NCATS)
PTHR1 agonist = agonists of human PTHR1 parathyroid hormone receptor | Potency, µM (doses to about 115 µM), without a hit: top-dose activation, actives largely listed as activators | Q03431 | HEK293 GP2 PTHR1 cells, GloSensor cAMP luminescence, 1 h | actives 0.075% (n = 410,000); further: potency means the concentration at half of the fitted maximal effect; nearly all actives have a fitted effect of over 55% in size; some results filed as inactive show a strong effect at the top dose; inactives centre near -15; many of its hits are not listed in these tables
Target sequence (Q03431 whole entry, looked up): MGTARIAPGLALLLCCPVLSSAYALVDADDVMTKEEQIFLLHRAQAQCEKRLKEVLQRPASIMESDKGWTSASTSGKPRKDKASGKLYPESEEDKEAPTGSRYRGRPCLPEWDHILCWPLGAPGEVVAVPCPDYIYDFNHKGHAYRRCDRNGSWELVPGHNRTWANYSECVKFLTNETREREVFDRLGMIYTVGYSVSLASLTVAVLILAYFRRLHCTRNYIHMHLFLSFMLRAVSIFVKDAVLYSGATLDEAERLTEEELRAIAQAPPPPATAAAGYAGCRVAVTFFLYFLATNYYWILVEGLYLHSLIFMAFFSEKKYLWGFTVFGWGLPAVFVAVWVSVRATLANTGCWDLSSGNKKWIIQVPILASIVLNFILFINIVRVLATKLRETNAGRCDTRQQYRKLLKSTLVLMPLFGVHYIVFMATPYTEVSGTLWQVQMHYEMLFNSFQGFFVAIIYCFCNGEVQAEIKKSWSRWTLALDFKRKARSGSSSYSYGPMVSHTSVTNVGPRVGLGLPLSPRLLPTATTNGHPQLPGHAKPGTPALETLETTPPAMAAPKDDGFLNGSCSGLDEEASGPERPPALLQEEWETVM
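HEK-293-derived GP2 cells expressing PTHR1 and a GloSensor cAMP reporter, 3,000/well, plated overnight, given luciferin plus IBMX (each 0.5 mM as added) for 1 h at 37 °C, then compound for 1 h at 37 °C. Luminescence was read after 15 min at room temperature.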
DRD3 antagonist = D3 dopamine receptor (human) antagonism. P35462. D3R cells, DiscoveRx beta-arrestin luminescence, antagonist mode; stronger effect = lower value. max response, negative = inhibition, %. actives 2.5% (n = 360,000); in the data active means max response below about -50%; inconclusive means no clear call, values can overlap the other calls; further: on the % scale 0 is the no-effect control and ±100 the full control effect; mostly tested at two doses, the higher about 12 µM
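Cells plated overnight at 1500 cells/well, then exposed to library compounds with dopamine controls for 90 minutes at 37 degrees C. DiscoveRx reagent added for 30–60 minutes at room temperature; luminescence read, quantitative HTS format.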
GLP1R inv ag = inverse agonists of human GLP-1 receptor; P43220; HEK293 GLP-1R CRE-luciferase, luminescence, 24 h; GLP-1R form is constitutively active; Potency, µM (doses to about 38.3 µM), for inactives: at the top dose activity change, negative = inhibition, most hits filed as inhibitors; actives 1.6% (n = 410,000); AID 624417; further: potency means the concentration at half of the fitted maximal effect; on the % scale 0 is the no-effect control and ±100 the full control effect; nearly all actives have a fitted effect of over 55% in size
Target sequence (P43220 whole entry, looked up): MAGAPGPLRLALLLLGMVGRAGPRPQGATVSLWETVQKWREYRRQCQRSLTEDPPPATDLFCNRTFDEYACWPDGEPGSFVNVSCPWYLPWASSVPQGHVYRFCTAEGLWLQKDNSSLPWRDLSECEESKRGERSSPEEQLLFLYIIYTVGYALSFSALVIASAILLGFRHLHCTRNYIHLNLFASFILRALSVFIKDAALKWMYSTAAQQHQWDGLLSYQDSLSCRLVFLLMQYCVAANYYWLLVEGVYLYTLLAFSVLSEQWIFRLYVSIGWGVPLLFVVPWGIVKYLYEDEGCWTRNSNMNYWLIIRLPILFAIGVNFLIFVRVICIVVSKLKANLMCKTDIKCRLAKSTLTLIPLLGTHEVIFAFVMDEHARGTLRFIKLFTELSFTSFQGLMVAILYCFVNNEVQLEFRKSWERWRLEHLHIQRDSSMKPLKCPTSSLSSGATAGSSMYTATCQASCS
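Using stably transfected HEK293 (constitutively active GLP-1R, cAMP-luciferase reporter), compounds were incubated 24 hr and luciferase measured by luminescence.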
TDP43 rescue = inhibitors of TDP-43 toxicity in yeast | actives 1.8% (n = 410,000) | TDP-43 expressing yeast growth rescue, BacTiter-Glo, 24 h | Potency, µM (series often up to 46.1 µM), for the others: top-dose growth rescue (activation), actives largely listed as activators | AID 652104; further: potency means the concentration at half of the fitted maximal effect; % of control where 0% means no effect; nearly all actives have a fitted effect of over 50% in size
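Luminescence from BacTiter-Glo reports growth of TDP-43-expressing yeast after 24 hr at 30 deg C with compound. Cells were raffinose-pregrown to mid-log, then seeded in galactose medium at OD600=0.02.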
pAkt inh = inhibitors of Akt phosphorylation; Neuro2A IGF-stimulated pAkt S473 HTRF, 20 min; stronger effect = lower value; activity change, % for hits at 50 µM; actives 0.32% (n = 360,000); in the data active means activity change below about -80%; inconclusive means mostly about -51% to -80%; further: on the % scale 0 is the no-effect control and ±100 the full control effect
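Neuro2A cells in DMEM with 0.5% FBS, overnight at 37 deg C, given compound at single 50 µM final, then IGF (6 nM final) for 20 min at 37 deg C. Lysed; phospho-Akt Ser473 by HTRF after 24 h, 665/615 ratio.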
FUS suppressor = FUS proteinopathy suppression in yeast | S. cerevisiae FUS-expressing, growth rescue, OD600, 24 h | Potency, µM (doses to about 76.6 µM), without a hit: at the highest dose growth rescue (activation), most hits filed as activators | actives 0.24% (n = 390,000) | AID 1347120;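 further: potency means the concentration at half of the fitted maximal effect; plate controls were DMSO vehicle for no effect and reference control for full effect; nearly all actives have a fitted effect of over 55% in size; some results filed as inactive show a strong effect at the top dose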
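Restored growth of FUS-toxic S. cerevisiae, read as 600 nm absorbance after 24 h at 30C in galactose medium (starting OD 0.005). Controls CP55940 and DMSO.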
aSyn yeast inh = inhibitors of alpha-synuclein toxicity in yeast; Potency, µM (top dose mostly 46.1 µM), for inactives: top-dose growth rescue (activation), hits mostly activators; AID 652106; Yeast expressing alpha-synuclein, growth rescue, BacTiter-Glo, 24 h; actives 0.14% (n = 370,000); further: potency means the concentration at half of the fitted maximal effect; % of control where 0% means no effect; nearly all actives have a fitted effect of over 65% in size
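Galactose-induced alpha-syn yeast (OD600=0.02, raffinose-pregrown) + pinned cpd, 24 hr, 30 deg C; growth by BacTiter-Glo luminescence. Growth restoration scores as activation.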
Abeta rescue = compounds reversing amyloid beta toxicity in yeast. yeast expressing A-beta42, growth rescue, OD600, 48 h; response scale: 0% DMSO, 100% iron-clioquinol control. Potency, µM (doses to about 46.1 µM), for the others: at the top dose growth rescue, most hits filed as activators. actives 0.063% (n = 410,000); further: potency means the concentration at half of the fitted maximal effect; nearly all actives have a fitted effect of over 55% in size
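Growth rescue measured by 600 nm absorbance after 48 h yeast culture at 30 C with compound. Values normalized between DMSO and an equimolar ferric chloride plus clioquinol control.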
GLP-1R agonist = activates the human GLP-1 receptor. P43220. HEK293 GLP-1R CRE-luciferase, luminescence, 4-6 h; cells express a hypersensitive GLP-1R form. Potency, µM (highest dose often 45.6 µM), for inactives: top-dose activation, actives largely listed as activators. actives 0.007% (n = 380,000). AID 624172; further: potency means the concentration at half of the fitted maximal effect; % of control where 0% means no effect
* hit, by the source's call; [ ] = dose if it differs, or a comment. Unless noted, the call rests on the fitted dose curve; in most records, active means well fitted curve in the direction sought with a large enough effect; inconclusive means small, poorly fitted or top-dose-only effect, or another doubt; inactive means no such curve, though single readings can be large; an effect the other way counts as inactive or inconclusive.

`O=C(Nc1ccccc1)Nc1nc(-c2ccc(F)c(F)c2)cs1` gave PTHR1 agonist -29.6%, DRD3 antagonist 2.0, GLP1R inv ag 0.0%, TDP43 rescue -15.4%, pAkt inh inactive, FUS suppressor -3.0%, aSyn yeast inh 1.5%, Abeta rescue -15.7% and GLP-1R agonist 3.9%.
`CCn1nc(C)c(NC(=O)/C=C/c2cnn(C)c2)c1C` gave PTHR1 agonist inactive, DRD3 antagonist 13.1, GLP1R inv ag 0.0%, TDP43 rescue -17.9%, FUS suppressor 6.3%, aSyn yeast inh 4.7%, Abeta rescue 12.6% and GLP-1R agonist -10.4%.
For CCc1cccc(C)c1NC(=O)c1cc(S(=O)(=O)N(C)Cc2ccccc2)ccc1F the results were PTHR1 agonist -76.2%[inhibitor], GLP1R inv ag inconclusive, TDP43 rescue -10.1%, FUS suppressor inconclusive and Abeta rescue -18.3%.
Cc1cc(=O)n2nc(N3CCC(C(=O)N4CCN(C)CC4)CC3)sc2n1 was read as PTHR1 agonist -6.8%[57.5 µM], DRD3 antagonist inconclusive, GLP1R inv ag 12.9%, TDP43 rescue 11.0%, pAkt inh inactive, FUS suppressor 9.1%, aSyn yeast inh 1.0%, Abeta rescue 6.4% and GLP-1R agonist -9.6%.
CC(=O)N1CCc2cc(S(=O)(=O)NCc3ccc(C)cc3)ccc21 was read as PTHR1 agonist -13.6%, DRD3 antagonist 8.4, GLP1R inv ag -10.1%, TDP43 rescue 0.7%, pAkt inh inactive, FUS suppressor -26.5%, aSyn yeast inh -10.7%, Abeta rescue 4.5% and GLP-1R agonist -2.2%.
Screening Cc1cc2c(cc1C)-c1nnnn1C(N1CCCC1)C(=O)N2 (stereo unspecified) returned PTHR1 agonist inactive, DRD3 antagonist 13.3, GLP1R inv ag 5.8%, TDP43 rescue 23.6%, pAkt inh inactive, FUS suppressor -7.1%, aSyn yeast inh -7.1% and Abeta rescue -6.1%.
Screening COc1cccc(-c2nc(SCC(=O)NCc3ccco3)c3c(=O)n(C)c(=O)n(C)c3n2)c1 returned PTHR1 agonist inactive, GLP1R inv ag 0.7%, TDP43 rescue 7.5%, FUS suppressor -2.7% and Abeta rescue -9.8%.
COc1ccc(C(=O)Nc2sc(C)c(C)c2CN2CC(C)OC(C)C2)cc1 (stereo unspecified) was read as PTHR1 agonist inactive, DRD3 antagonist -9.5, GLP1R inv ag 18.3%, TDP43 rescue 24.6%, pAkt inh inactive, FUS suppressor 3.5%, aSyn yeast inh -0.7%, Abeta rescue 28.0% and GLP-1R agonist 0.2%.
`COc1ccc(-c2nnc(SCC(=O)N(C)C3CCS(=O)(=O)C3)n2C(C)C)cc1` (stereo unspecified) gave PTHR1 agonist -8.9%, DRD3 antagonist -22.9, GLP1R inv ag 7.0%, TDP43 rescue -20.4%, pAkt inh inactive, FUS suppressor 4.9%, aSyn yeast inh -1.8%, Abeta rescue -0.5% and GLP-1R agonist 2.5%.
For Fc1cnc(N2CCc3ccccc32)nc1N1CCc2ccccc21 the results were PTHR1 agonist -1.1%[57.5 µM], DRD3 antagonist inconclusive, GLP1R inv ag 1.2%, TDP43 rescue 5.9%, pAkt inh inactive, FUS suppressor -3.2%, aSyn yeast inh -10.4%, Abeta rescue -10.9% and GLP-1R agonist -7.2%.
`COC(=O)c1c(C)sc(-c2c(-c3ccc(OC)c(F)c3)[nH]c3c2c(=O)n(C)c(=O)n3C)c1O` gave PTHR1 agonist inactive, GLP1R inv ag 1.7%, TDP43 rescue 25.1%, FUS suppressor -21.4% and Abeta rescue -3.9%.
`Cc1cc(C)c(S(N)(=O)=O)c(C)c1N(C)S(=O)(=O)c1ccccc1` gave PTHR1 agonist -3.4%, DRD3 antagonist 15.4, GLP1R inv ag -9.8%, TDP43 rescue -11.1%, pAkt inh inactive, FUS suppressor 18.3%, aSyn yeast inh 2.7%, Abeta rescue 15.4% and GLP-1R agonist 12.7%.
O=C(NCc1ccc(F)cc1)c1cnc2sccn2c1=O was read as PTHR1 agonist -7.9%, DRD3 antagonist 9.4, GLP1R inv ag 6.4%, TDP43 rescue 20.4%, pAkt inh inactive, FUS suppressor -11.0%, aSyn yeast inh -7.0%, Abeta rescue -24.2% and GLP-1R agonist 0.0%.
`Cc1c(CN2CCC(n3nccc3NC(=O)c3cccc(F)c3)CC2)cnn1C` gave PTHR1 agonist inactive, DRD3 antagonist -19.3, GLP1R inv ag 2.4%, TDP43 rescue 11.8%, pAkt inh inactive, FUS suppressor 3.4%, aSyn yeast inh 2.4%, Abeta rescue -5.8% and GLP-1R agonist -1.2%.
For CCCN(CCC)CCNS(=O)(=O)c1ccc2c(c1)oc(=O)n2C the results were PTHR1 agonist inconclusive, DRD3 antagonist -21.8, GLP1R inv ag 7.5%, TDP43 rescue 0.7%, pAkt inh inactive, FUS suppressor 28.9%, aSyn yeast inh -5.2%, Abeta rescue -0.9% and GLP-1R agonist 0.1%.
`Nc1nc(N2CCN(c3ccc(F)cc3)CC2)n[nH]1` gave PTHR1 agonist -18.1%, DRD3 antagonist -5.7, GLP1R inv ag 24.6%, TDP43 rescue 9.2%, pAkt inh inactive, FUS suppressor -17.3%, aSyn yeast inh -3.7%, Abeta rescue -9.1% and GLP-1R agonist 1.8%.
`CCOC(=O)c1cc(CC)sc1NC(=O)c1cc([N+](=O)[O-])ccc1N1CCOCC1` gave PTHR1 agonist inactive, DRD3 antagonist -10.7, GLP1R inv ag -33.0%, TDP43 rescue -1.0%, pAkt inh inactive, FUS suppressor 10.2%, aSyn yeast inh -2.7%, Abeta rescue 16.4% and GLP-1R agonist -8.5%.
For CN(CC(=O)N1CCN(Cc2ccccc2)CC1)C(=O)Cc1ccc(Cl)c(Cl)c1 the results were PTHR1 agonist -20.8%, DRD3 antagonist 3.1, GLP1R inv ag inconclusive, TDP43 rescue -19.1%, pAkt inh inactive, FUS suppressor -5.2%, aSyn yeast inh 8.6%, Abeta rescue -4.0% and GLP-1R agonist -0.6%.
CCOc1ccc(S(=O)(=O)Nc2ccc(C(=O)N(C)CC(=O)Nc3ccc(OC)cc3)cc2)cc1 was read as PTHR1 agonist -10.8%, DRD3 antagonist -14.5, GLP1R inv ag -0.7%, TDP43 rescue 11.8%, pAkt inh inactive, FUS suppressor -1.9%, aSyn yeast inh -0.4%, Abeta rescue -2.1% and GLP-1R agonist -8.5%.
For CN(C)c1nc(-c2cccnc2)nc(-c2ccc(Cl)cc2)c1C#N the results were PTHR1 agonist inactive, DRD3 antagonist 3.5, GLP1R inv ag 42.7%[activator], TDP43 rescue -2.4%, pAkt inh inactive, FUS suppressor -16.6%, aSyn yeast inh 2.8%, Abeta rescue -1.6% and GLP-1R agonist 10.5%.
COc1ccc(S(=O)(=O)Nc2cc3c4c(c2)CCC(=O)N4CCC3)cc1 was read as PTHR1 agonist -29.2%, DRD3 antagonist 10.5, GLP1R inv ag 36.8%[activator], TDP43 rescue 21.2%, pAkt inh inactive, FUS suppressor 6.1%, aSyn yeast inh 0.3%, Abeta rescue -11.3% and GLP-1R agonist 3.3%.
For O=C(C[n+]1cccc(NC(=O)c2ccccc2)c1)c1ccccc1 the results were PTHR1 agonist -4.5%[57.5 µM], DRD3 antagonist inconclusive, GLP1R inv ag -10.2%, TDP43 rescue 23.5%, pAkt inh inactive, FUS suppressor 10.0%, aSyn yeast inh -8.8%, Abeta rescue 2.1% and GLP-1R agonist -2.0%.
`CCCC[C@@H]1C[C@H]1[C@@H](NC(=O)c1ccccc1)c1ccccc1C(F)(F)F` gave PTHR1 agonist -32.9%[inhibitor], DRD3 antagonist 18.7, GLP1R inv ag inconclusive, TDP43 rescue 23.9%, pAkt inh inactive, FUS suppressor -11.3%, aSyn yeast inh -9.9%, Abeta rescue 2.3% and GLP-1R agonist 9.6%.
COc1cccc(CNC(=O)C2CCC(CNS(=O)(=O)c3cccs3)CC2)c1 (stereo unspecified) was read as PTHR1 agonist inactive, GLP1R inv ag 0.0%, TDP43 rescue 6.3%, FUS suppressor 3.8% and Abeta rescue -7.4%.
For CCc1ccccc1NC(=S)N(CCc1ccncc1)C(C)C the results were PTHR1 agonist 11.5%, DRD3 antagonist -22.3, GLP1R inv ag -1.8%, TDP43 rescue 2.1%, pAkt inh inactive, FUS suppressor 2.4%, aSyn yeast inh -3.0%, Abeta rescue 4.5% and GLP-1R agonist -3.0%.
Cc1occc1C(=O)NNC(=S)NCC(C)C was read as PTHR1 agonist -10.6%[57.5 µM], DRD3 antagonist -3.4, GLP1R inv ag -8.9%, TDP43 rescue -5.0%, pAkt inh inactive, FUS suppressor -11.7%, aSyn yeast inh -7.3%, Abeta rescue 11.5% and GLP-1R agonist 14.6%.
`CNC(=S)N/N=C(\C)c1ccccc1` gave PTHR1 agonist -26.3%, DRD3 antagonist 0.3, GLP1R inv ag 10µM*, TDP43 rescue 17.3%, pAkt inh inactive, FUS suppressor 9.3%, aSyn yeast inh -7.6%, Abeta rescue -1.1% and GLP-1R agonist -3.3%.
For Cc1ccccc1-c1nc(-c2cccnc2)no1 the results were PTHR1 agonist -7.9%[57.5 µM], DRD3 antagonist 47.3, GLP1R inv ag 8.7%, TDP43 rescue 14.1µM*, pAkt inh inactive, FUS suppressor -18.9%, aSyn yeast inh -0.1%, Abeta rescue -4.9% and GLP-1R agonist -2.7%.
CCOC(=O)c1ccc(NCCOC)c([N+](=O)[O-])c1 was read as PTHR1 agonist inactive, DRD3 antagonist 4.2, GLP1R inv ag -6.3%[0.307 µM], TDP43 rescue inconclusive, pAkt inh inactive, FUS suppressor -1.1%, aSyn yeast inh -1.5%, Abeta rescue 8.9% and GLP-1R agonist 2.1%.

Only part of the results is shown; count on the stated rates, not on these rows.
